TbPYK inhibitor: inhibitors of Trypanosoma brucei pyruvate kinase; Q57TT1; TbPYK enzyme, Kinase-Glo Plus ATP luminescence, 45 min; Potency, µM (highest dose often 76.8 µM), inactives show at the highest dose activity, negative = inhibition, hits mostly inhibitors; actives 0.12% (n = 410,000); AID 624173; active means well fitted inhibition curve with a large enough effect; inconclusive means small, poorly fitted or top-dose-only effect; further: nearly all actives have a fitted effect of over 50% in size
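Luminescence from Kinase-Glo Plus, added after a 45-minute room-temperature reaction, served as the end-point read-out. The enzyme and substrate were preincubated with compound before ADP (130 uM final) initiated turnover. Concentration-effect curves came from normalized qHTS data.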
Active calls of the source: *; ? = inconclusive; & = joins results of further samples; [ ] = another dose, or the depositor's remark. On the % scale 0 is the no-effect control and ±100 the full control effect; potency means the concentration at half of the fitted maximal effect.

SMILES | TbPYK inhibitor
Cc1ccc(N2CC(C(=O)Nc3ccc(N(C)C)cc3)CC2=O)cc1Cl (stereo not drawn) | -4.4%
S=P(NCCNP(=S)(N1CC1)N1CC1)(N1CC1)N1CC1 | -13.9%
CC(=O)Nc1cc(-c2cccc(NS(C)(=O)=O)c2)cn2c(-c3cccc(C(C)=O)c3)cnc12 | -4.3%
CCCc1oc2ccc(NS(=O)(=O)c3ccc(OC)cc3)cc2c1C(=O)OCC | 1.0%
COc1cc(CSc2ncc(CO)n2Cc2ccc(C)cc2)cc(OC)c1 | -9.0%
CC(=O)N1CCC2(CCN(Cc3cc(C(F)(F)F)cc(C(F)(F)F)c3)CC2)CC1 | 1.5%
COc1ccccc1NC(=O)Cn1c(=O)n(CC(=O)NCc2ccccc2Cl)c(=O)c2sccc21 | 5.0%
CCN(C(=O)Cn1c(=O)nc(-c2ccccc2)c2cc(Cl)ccc21)c1cccc(C)c1 | -3.9%
CCc1ccc(CNC(=O)c2cnc3sc4cc(OC)ccc4n3c2=O)cc1 | -3.8%
COc1ccc(NC(=O)C(Cc2c[nH]c3ccccc23)NC(=O)OC(C)(C)C)cc1 (stereo not drawn) | 0.7%
CC1(C(=O)NS(=O)(=O)c2ccc(Cl)s2)CCN1C(=O)c1ccc(C2CCCCC2)cc1 (stereo not drawn) | -3.4%
CCc1cccc(C)c1NC(=O)C1CCN(S(=O)(=O)c2cc(Br)cc3c2N(C(C)=O)CC3)CC1 | 2.2%
CCOc1ccc(-c2oc3ccc(C)cc3c(=O)c2O)cc1 | 0.8%
COc1cc2c(=O)[nH]c3cc([N+](=O)[O-])ccc3c2cc1[N+](=O)[O-] | 5.3%
OCCCBr | 3.2%[157 µM]
Cc1c(C(=O)N(Cc2ccc(N(C)C)cc2)CC2CCCO2)oc2ccc(Cl)cc12 (stereo not drawn) | -4.6%
CC(C)Oc1ccc(CNC(=O)c2ccc3c(c2)nc2n3CCCCC2)cc1 | -3.4%
COc1ccc(NC(=O)CCn2c(=O)c3cccn3c3cccnc32)c(OC)c1 | -6.3%
CC(C)CC1C(=O)N(Cc2cn(CC3CCCCC3)nn2)CCS(=O)(=O)N1Cc1ccc(-c2ccncc2)cc1 (stereo not drawn) | 6.9%
CC(=O)N1CCCc2cc(S(=O)(=O)N3CCC(C(=O)Nc4c(C)cccc4C)CC3)ccc21 | 3.2%
Cc1ccc2nc(-c3ccc(C#N)cc3)c(Cc3cccc(Cl)c3)n2c1 | 3.6%
Nc1nccc2c1ncn2C1OC(CO)C(O)C1O (stereo not drawn) | -9.0%
Cc1cccc(C)c1NC(=O)C(c1ccccc1)N(C)CCc1ccccc1 (stereo not drawn) | 0.7%
Cc1ccc(S(=O)(=O)Nc2cc(Cl)c3oc4c(c3c2)C(=O)CC(C)(C)C4)cc1 | 2.6%
Cc1ccc(-n2ncc3c(N(C)C)ncnc32)cc1Cl | -8.3%
Cc1ccc(C)c(NC(=O)Nc2nnc(N(CC(C)C)CC(C)C)s2)c1 | 2.5%
Cc1cccc(C(O)c2ncc(-c3ccc(F)cc3)[nH]2)c1C (stereo not drawn) | -6.6%
C[C@@H]1C=C[C@](Cc2ccccc2)(C(=O)O)N1C(=O)c1ccccc1 | 3.2%
CCOC(=O)C1C(=O)CC(C)(O)C(C(=O)OCC)C1c1ccc2c(c1)OCO2 (stereo not drawn) | -0.2%
O=C(Nc1ccc2nn(-c3ccccc3)nc2c1)c1cc2ccccc2o1 | 1.6%

Reprinted at random: 4 entries already listed, in no set order.
SMILES | TbPYK inhibitor
CC(C)Oc1ccc(CNC(=O)c2ccc3c(c2)nc2n3CCCCC2)cc1 | -3.4%
Nc1nccc2c1ncn2C1OC(CO)C(O)C1O (stereo not drawn) | -9.0%
Cc1ccc(-n2ncc3c(N(C)C)ncnc32)cc1Cl | -8.3%
CC(C)CC1C(=O)N(Cc2cn(CC3CCCCC3)nn2)CCS(=O)(=O)N1Cc1ccc(-c2ccncc2)cc1 (stereo not drawn) | 6.9%

Of the compounds above, these contain two or more sulfur atoms.
SMILES | TbPYK inhibitor
S=P(NCCNP(=S)(N1CC1)N1CC1)(N1CC1)N1CC1 | -13.9%
CC1(C(=O)NS(=O)(=O)c2ccc(Cl)s2)CCN1C(=O)c1ccc(C2CCCCC2)cc1 (stereo not drawn) | -3.4%

Remaining list, next part.
SMILES | TbPYK inhibitor
COc1ccc(C=C2SC(=S)NC2=O)cc1 | 8.8%
Cc1cc(C)cc(Cn2cc(CN3CC(N4CCCC4)CS3(=O)=O)nn2)c1 (stereo not drawn) | 2.4%
CCOc1ccccc1C1C(C(=O)N2CCCCC2)=C(C)Nc2nc3ccccc3n21 (stereo not drawn) | -1.9%
CC(NC(=O)c1ccc2c(c1)N(Cc1cccc(F)c1)C(=O)c1ccccc1S2)c1ccccc1 (stereo not drawn) | -2.4%
Cc1ccc(C(=O)NC2=NC(c3ccc(C)cc3)CC(=O)N2)cc1 (stereo not drawn) | 5.8%
COCCn1c(C)cc(O)c(C(c2ccc(OC)cc2)N2CCN(c3ccccc3)CC2)c1=O (stereo not drawn) | 1.8%
Cc1ccc2nc(Cl)c3cc(C(=O)NCCCN(C)Cc4ccccc4)sc3c2c1 | 0.1%
N#CCCn1c(=O)c(-c2ccc(F)cc2)nc2cnc(Oc3ccccc3)nc21 | 2.6%
Cc1ccc(S(=O)(=O)NN(Cc2ccccc2)Cc2ccccc2)cc1 | -6.4%
CC(=O)Nc1ccc2nc(SCCOc3ccc(C)cc3)sc2c1 | 0.6%
COc1ccc(N2CCN(Cc3nc4c(c(=O)n(C)c(=O)n4C)n3Cc3ccccc3C)CC2)cc1 | -3.6%
Fc1cccc(Cc2c(-c3ccco3)nc3ccc(Cl)cn23)c1 | ?
CSCCC(NC(=O)c1ccc(Cl)cc1Cl)C(=O)N1CCN(C(=O)c2ccccc2)CC1 (stereo not drawn) | -6.9%
COCCNC(=O)C1(C)CCCN(Cc2csc3ccccc23)C1 (stereo not drawn) | 2.3%
COc1ccc(CCNC(=O)Cc2c(C)c3c(cc(C)c4c(C)c(C)oc43)oc2=O)cc1OC | 6.9%
COc1cc(OC)nc(Nc2nc(C(N)CCc3ccccc3)cs2)n1 (stereo not drawn) | -0.7%
CN(C)c1ncnc2c1ncn2[C@H]1CN(Cc2ccc(Cl)cc2)C[C@@H](CO)O1 | -0.5%
Cc1cccc(-c2cc(NCCc3cccnc3)n3nccc3n2)c1 | -2.0%
Cc1ccc(-c2nn(-c3ccccc3)cc2C=C2SC(=S)N(CCS(=O)(=O)O)C2=O)cc1 | 0.8%
CCc1nc2ccc(C(=O)NCCc3ccccn3)cn2c1N(CC)Cc1cccc(Br)c1 | 1.0%
COc1cccc(C(=O)N2CCC[C@H]2C(=O)N2CCC[C@H]2C(=O)NCc2ccncc2)c1 | -0.2%
COc1ccc(-c2noc(CCC(=O)NCc3ccc(C)cc3)n2)cc1 | 4.1%
COc1ccc(N2CCN(C(=O)c3cccc(-n4c(C)nc5cccnc54)c3)CC2)cc1 | -4.4%[15.4 µM]
O=C1c2ccccc2C(c2nnnn2C2CCCCC2)N1CCc1ccc(O)cc1 (stereo not drawn) | -8.6%
C[C@@H]1CN([C@@H](C)CO)C(=O)c2cc(-c3ccncc3)cnc2O[C@H]1CN(C)C(=O)c1cccc(F)c1 | ?
CNc1cncc(-c2c(OC)cccc2OC)n1 | -15.4%
CCc1ccc(S(=O)(=O)c2nnn3c2nc(N2CCC(C)CC2)c2cc(Cl)ccc23)cc1 | 2.3%
COc1cc(C)ccc1OCCSc1nc2ccc(NC(=O)c3ccccc3F)cc2s1 | -2.6%
CC(C)(C)c1ccc(C(=O)N2CCC2(C)C(=O)Nc2ccc3[nH]ncc3c2)cc1 (stereo not drawn) | 6.5%
O=C(Nc1cc(Cl)cc(Cl)c1)c1ccc(F)c(S(=O)(=O)N2CCCCCC2)c1 | 7.3%

(next part)
Structure | TbPYK inhibitor
CCCCC[C@@H]1CCCCC[C@@H](O)C[C@@H](O)[C@@H](O)/C=C/C(=O)O1 | 2.5%
Nc1cc(C(=O)N2CCN(c3ccccc3Cl)CC2)ccc1N1CC2CC(C1)c1cccc(=O)n1C2 (stereo not drawn) | -0.3%
Cc1ccc(NC(=O)c2c(Nc3ccccc3C)sc(C(=O)c3ccccc3)c2N)cc1 | -0.2%
COc1ccc(-c2coc3c(C(=O)Nc4cc(OC)c(OC)c(OC)c4)cccc23)c(C)c1 | 1.3%
COc1ncc2nc(-c3ccc(Cl)cc3)c(=O)n(C[C@H]3CCCO3)c2n1 | 2.3%
O=C(Cc1ccccc1)N(Cc1cccnc1)c1nc2c(F)cccc2s1 | -3.8%[15.4 µM]
CCc1ccc(Oc2c(C(F)(F)F)oc3c(CN4CCC(C)CC4)c(O)ccc3c2=O)cc1 | -6.3%
COc1cccc(NC(=O)Cn2c(=O)n(CCCC(=O)NCc3ccc4c(c3)OCO4)c(=O)c3ccccc32)c1 | -2.6%
CCOC(=O)Cn1c(=O)n(-c2ccccc2OC)c2nc(-c3ccccc3F)nc(C(N)=O)c21 | -0.6%
COc1ccc(-c2cc(C(F)(F)F)n3nc(C(=O)Nc4sc5c(c4C(=O)OC(C)C)CCCC5)cc3n2)cc1OC | -5.8%
CCc1cccc(NC(=O)CNS(=O)(=O)c2ccc3nc(C)sc3c2)c1 | -7.9%
COC(=O)C1CC(O)C(O)C(O)C1 (stereo not drawn) | 0.2%
CCCCN(C=O)c1c(CC)nc2c(OCc3ccc(C(F)(F)F)cc3)cccn12 | 0.1%
COc1ccc(C(C)(NC(C)=O)c2nc(-c3ccc(S(C)(=O)=O)cc3)cs2)cc1 (stereo not drawn) | -2.7%
COc1cccc(Nc2sc(C(=O)c3ccc(F)cc3)c(N)c2C(=O)NCc2ccc(Cl)cc2)c1 | -11.7%
CCCCOc1ccc(CNC(=O)c2cnc3sc(N4CCC(C)CC4)nn3c2=O)cc1 | 0.0%
CC1CCN(C(c2ccc(F)cc2)c2sc3nc(-c4ccco4)nn3c2O)CC1 (stereo not drawn) | 0.5%
Cc1cc(C)c(NS(=O)(=O)c2ccccc2)c(C)c1NS(=O)(=O)c1ccccc1 | -8.2%
O=C(Nc1cccc(-c2nc3ccccc3o2)c1)c1cccc(Br)c1 | -4.4%
O=C(Nc1ccc2nn(-c3ccccc3)nc2c1)c1ccc(-c2cccc(Cl)c2)o1 | -25.1%
Cc1csc(N2CCCC2c2nc3cc(C(F)(F)F)ccc3n2CCOCCO)n1 (stereo not drawn) | -8.0%
O=[N+]([O-])c1ccc(O)c([N+](=O)[O-])c1 | 0.5%
CC(C)(C)c1ccc(S(=O)(=O)NC(=O)C2(C)CCN2C(=O)C2(c3ccccc3)CC2)cc1 (stereo not drawn) | -4.2%
COc1ccc(C(=O)c2[nH]c(N)c(C(=O)NCCc3c[nH]c4ccccc34)c2-c2ccc(Cl)c(F)c2)cc1 | -0.1%
COc1cccc(NC(=O)Cn2nnc(-c3nc(-c4ccccc4)no3)c2N)c1 | 7.4%
CN1OC[C@@H]2CN(C(=O)CCc3ccccc3)[C@H](c3ccccc3Br)C[C@@H]21 | 0.6%
Cc1ccccc1NC(=O)C(C)Sc1nnc(CN2CCCC2)n1Cc1ccccc1 (stereo not drawn) | 2.5%
CCOC(=O)C1=C[C@@H](c2ccccc2)N(S(=O)(=O)c2ccc(C)cc2)[C@H]1c1cccc(Cl)c1 | -1.8%
CCOC(=O)C1CCCN(C(=O)c2cccc(C(F)(F)F)c2)CC1 (stereo not drawn) | -9.5%
CCOC(=O)c1cc2c(=O)n3ccccc3nc2n(C)c1=NC(=O)c1c(-c2c(F)cccc2Cl)noc1C | 2.7%&1.7%
COc1cc(C=O)ccc1OC(=O)Nc1ccccc1 | 0.1%
Cc1ccc(NC(=O)CN2C(=O)CC(c3ccco3)Sc3ccccc32)cc1Cl (stereo not drawn) | 1.9%
O=C(Cn1c(=O)oc2cc(S(=O)(=O)NCc3ccccc3)ccc21)Nc1cccc(F)c1 | -7.3%
CCCCN(C(=O)c1cc(S(=O)(=O)N2CCOCC2)ccc1F)c1c(N)n(CCCC)c(=O)[nH]c1=O | 0.5%
Cc1c(Cl)cccc1NC(=O)Cn1cc(C(=O)c2cccs2)c2ccccc21 | 0.5%
CCS(=O)(=O)N1CC(=O)N(c2ccccc2C)C(C)(C(=O)NC2CCCCC2)C1 (stereo not drawn) | -1.0%[15.4 µM]
O=C(CN1C(=O)CCn2nc(-c3ccccc3)cc21)NCc1ccc(Cl)cc1 | -6.2%
COc1cccc(C(=O)Nc2cccc(C(=O)OCc3cc(=O)n4c5c(sc4n3)CCCC5)c2)c1 | -9.7%
O=c1[nH][nH]c2c1C(c1ccc(Cl)c(Cl)c1)OC(CCc1ccccc1)C2 (stereo not drawn) | -1.1%
O=C(NCCCN1CCOCC1)c1onc(CSc2ccncc2)c1C(=O)NCCCN1CCOCC1 | 0.4%
COc1ccc(OCC2c3cc(OC)c(OC)cc3CCN2C(=O)c2c(F)cccc2F)cc1 (stereo not drawn) | 9.8%
CC(=O)OCCN1C(=O)c2ccc(-c3nc4ccccc4c(=O)o3)cc2C1=O | 1.9%
NC(CCc1ccccc1)c1csc(Nc2nccc(C(F)(F)F)n2)n1 (stereo not drawn) | -9.0%
COc1ccc(S(=O)(=O)NCCc2sc(-c3cccnc3)nc2C)cc1 | 2.6%
Cc1cc(C)c(NC(=O)CN(C)S(=O)(=O)c2ccc3c(c2)CCC(=O)N3)c(C)c1 | -3.4%
CC(C)C1CCN(C(=O)C2CCC(=O)N(C3CCCCCC3)C2)CC1 (stereo not drawn) | 2.2%

Bioassay records: PubChem, National Center for Advancing Translational Sciences (NCATS)

An excerpt, so the mix of outcomes need not match the whole.
